M4 antag: human M4 muscarinic receptor antagonists, primary screen, CHO cells, Fluo-8 calcium fluorescence; CHO-hM4 cells, ACh EC80; AID 624125, 2012; inhibition, % at 3 µM; Muscarinic acetylcholine receptor M4 (Homo sapiens), P08173; 360,000 compounds, 0.73% hits;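 active means inhibition above its plate's cutoff, the mean inhibition of sample wells plus 3 SD, cut at about 27% in these data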;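 further: 0% = acetylcholine EC80 with DMSO and 100% = DMSO without agonist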
CHRM5 agonist: human M5 muscarinic receptor agonists, primary screen, CHO-K1 cells, Fluo-8 calcium fluorescence. Muscarinic acetylcholine receptor M5 (Homo sapiens), P08912. CHO-K1 hM5 cells; 0% DMSO wells, 100% maximal acetylcholine response. activation, % at 3 µM. 360,000 compounds, 0.19% hits. AID 624037, 2012;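 active means activation above the run's mean over test compounds plus 3 SD, cut at about 23% in these data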;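 further: signal is peak over basal fluorescence ratio across the kinetic read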
TAAR1 agonist: human TAAR1 agonists, primary screen, Fluo-8 calcium fluorescence, CHO RD-HGA16 cells. Trace amine-associated receptor 1 (Homo sapiens), Q96RJ0. vehicle wells 0%, saturating PEA agonist 100%. activation, % at 3 µM. 360,000 compounds, 0.99% hits. AID 624467, 2012;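 active means activation above the mean activation of all test compounds in the run plus 3 SD, cut at about 38% in these data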
Target sequence (Q96RJ0 whole entry, looked up): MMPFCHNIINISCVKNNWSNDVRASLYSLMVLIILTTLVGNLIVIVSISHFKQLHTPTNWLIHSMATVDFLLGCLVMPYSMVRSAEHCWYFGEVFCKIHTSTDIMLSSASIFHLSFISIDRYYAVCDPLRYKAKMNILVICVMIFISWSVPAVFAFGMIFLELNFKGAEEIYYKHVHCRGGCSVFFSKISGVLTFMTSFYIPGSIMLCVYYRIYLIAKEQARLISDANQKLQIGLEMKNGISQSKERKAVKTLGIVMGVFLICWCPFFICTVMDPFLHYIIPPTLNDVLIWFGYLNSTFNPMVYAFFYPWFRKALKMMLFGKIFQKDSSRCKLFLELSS
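Assay system – CHO-derived RD-HGA16 cells with stable Gα16 and human TAAR1 · Compound dosing – one-point dosing at 3 µM (nominal) · Incubation – 17-24 h seeding, 75 min 37 °C dye, 30 min RT · Measured by – kinetic Fluo-8 calcium fluorescence · Control set – DMSO vehicle as 0%, PEA at EC100 as 100% · Repeats – single well for each compound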
M4 ag: human M4 muscarinic receptor agonists, primary screen, CHO-K1 cells, Fluo-8 calcium fluorescence; 360,000 compounds, 0.14% hits; activation, % at 3 µM; CHO-K1 hM4/Gqi5; vehicle 0%, full acetylcholine response 100%; Muscarinic acetylcholine receptor M4 (Homo sapiens), P08173;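 active means activation above the run mean over all test wells plus 3 SD, cut at about 32% in these data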;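 further: peak over basal fluorescence ratio per well then scaled between controls; 0% = DMSO wells and 100% = acetylcholine at EC100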
M5 PAM: human M5 muscarinic receptor positive allosteric modulators, primary screen, CHO-K1 cells, Fluo-8 calcium fluorescence; 360,000 compounds, 0.3% hits; Muscarinic acetylcholine receptor M5 (Homo sapiens), P08912; AID 624038, 2012; CHO-K1 hM5, ACh EC20 PAM; 0% = ACh EC20, 100% = ACh EC100; activation, % at 3 µM;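 active means activation above the run cutoff, the mean activation of all test compounds plus 3 SD, cut at about 18% in these data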
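Replicates: One well per compound, no replicates | System: Human M5 receptor in CHO-K1 cells | Benchmarks: Low control EC20 acetylcholine (0%), high control EC100 acetylcholine (100%) | Probe or stimulus: Acetylcholine, EC20 level | Times: Fluo-8 loading 80 min at 37 °C plus 30 min room temperature | Signal: Intracellular calcium via Fluo-8 fluorescence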
M1 PAM: human M1 muscarinic receptor positive allosteric modulators, primary screen, CHO-K1 cells, Fluo-8 calcium fluorescence, 1536-well | Muscarinic acetylcholine receptor M1 (Homo sapiens), P11229 | activation, % at 3 µM | 360,000 compounds, 0.088% hits | AID 588819, 2011 | CHO-K1 hM1, ACh EC20; 0% = ACh EC20, 100% = maximal ACh; in the data active means activation above about 19%, passing the limit was not always enough
Target sequence (P11229 whole entry, looked up): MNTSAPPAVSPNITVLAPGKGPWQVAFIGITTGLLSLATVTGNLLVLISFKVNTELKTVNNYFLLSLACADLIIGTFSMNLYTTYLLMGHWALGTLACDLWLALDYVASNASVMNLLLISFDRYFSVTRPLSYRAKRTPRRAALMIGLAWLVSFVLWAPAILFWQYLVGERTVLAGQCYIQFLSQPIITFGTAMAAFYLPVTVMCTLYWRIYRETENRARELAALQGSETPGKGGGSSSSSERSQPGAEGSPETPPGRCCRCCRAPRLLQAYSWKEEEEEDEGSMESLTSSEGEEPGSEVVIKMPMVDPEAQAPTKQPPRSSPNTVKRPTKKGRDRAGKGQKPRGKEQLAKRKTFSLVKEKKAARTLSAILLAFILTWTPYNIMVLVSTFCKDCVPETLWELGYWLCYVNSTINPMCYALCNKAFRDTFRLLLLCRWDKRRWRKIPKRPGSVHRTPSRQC
CHRM1 antagonist: human M1 muscarinic receptor antagonists, primary screen, CHO-K1 cells, Fluo-8 calcium fluorescence, 1536-well; inhibition, % at 3 µM; 360,000 compounds, 1.3% hits; Muscarinic acetylcholine receptor M1 (Homo sapiens), P11229; CHO-K1 hM1, ACh EC80 antagonist;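 active means percent inhibition above its own plate's cutoff, namely the mean of that plate's compound wells plus 3 SD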;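 further: peak over basal fluorescence ratio during 140 s after agonist addition; 0% = ACh EC80 plus DMSO and 100% = DMSO alone without agonist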
M5 antag: human M5 muscarinic receptor antagonists, primary screen, CHO cells, Fluo-8 calcium fluorescence. Muscarinic acetylcholine receptor M5 (Homo sapiens), P08912. CHO-hM5 cells, ACh EC80. inhibition, % at 3 µM. 360,000 compounds, 0.59% hits. AID 624040, 2012;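 active means inhibition above a per-plate cutoff, the mean of that plate's test compounds plus 3 SD, cut at about 27% in these data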;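 further: 0% = acetylcholine EC80 with DMSO and 100% = DMSO without agonist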
CHRM1 agonist: human M1 muscarinic receptor agonists, primary screen, Fluo-8 calcium fluorescence, CHO-K1 cells, HTS; Muscarinic acetylcholine receptor M1 (Homo sapiens), P11229; CHO-K1 hM1, agonist mode; 0% DMSO, 100% acetylcholine EC100; activation, % at 3 µM; 360,000 compounds, 0.33% hits;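 active means activation above the run's mean compound activation plus 3 SD, cut at about 16% in these data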;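 further: peak over basal fluorescence ratio within a 140 s kinetic read after compound addition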
Starred values were filed as active, the others as inactive; / = not tested or not shown. A portion of the library; count on the stated rates, not on these rows.

SMILES	M4 antag	CHRM5 agonist	TAAR1 agonist	M4 ag	M5 PAM	M1 PAM	CHRM1 antagonist	M5 antag	CHRM1 agonist
COc1ccc(CNS(=O)(=O)NCc2ccccc2F)cc1	6	-2	3	1	-5	-9	17	5	-6
CN1CCN(C(=S)NC(=O)c2cccc([N+](=O)[O-])c2)CC1	-26	-3	3	1	-1	-3	3	-7	-3
CN(/N=C/c1ccc(C(C)(C)C)cc1)C1=NCCN1	-9	-1	1	1	8	7	-7	0	-2
Cc1ccc(CN2C(=O)CCC2C(=O)NCCCN2CCC(C)CC2)cc1 (stereo unspecified)	9	0	1	0	4	9	-8	-6	-4
C=CCn1c(O)c(N=Nc2ccccc2)c2ccccc21	4	1	-2	0	-4	-1	9	6	4
CC(C)CCOc1cccc(C2c3c(oc4ccccc4c3=O)C(=O)N2CCCN2CCOCC2)c1 (stereo unspecified)	-11	2	5	1	-7	8	-16	3	1
COc1ccc(C)cc1NC(=O)C1CCCCC1C(=O)O (stereo unspecified)	-7	-1	6	1	-2	6	-2	-10	-2
COc1ccc(NC(=O)C2(C)Cc3c(-c4cccc(C(N)=O)c4)ccnc3O2)cn1 (stereo unspecified)	-5	-1	0	1	-2	7	-16	4	-3
S=c1[nH]ncn1/N=C/c1ccc(Br)cc1	-10	0	5	1	-3	6	-6	8	-2
O=C(NC12CC3CC(CC(C3)C1)C2)c1ccc(Br)o1	-2	0	17	-2	-3	3	-7	0	-2
Cc1ccc(F)cc1C(=O)N1CCCCC1c1cc(C(=O)NC(C)C)no1 (stereo unspecified)	-13	2	0	2	-1	4	-5	-3	-7
CC1(O)c2ccccc2C(=O)N1Cc1ccccc1 (stereo unspecified)	-11	-3	18	-4	5	6	1	-6	-7
CC(CCN1CCN=C1N(C)C)c1ccccc1 (stereo unspecified)	2	-12	8	1	-18	-10	20	14	-14
O=C(OCn1ncc(Cl)c(Cl)c1=O)c1cccc(C(F)(F)F)c1	58*	-4	/	3	3	-1	12	20	-5
COc1cc(C2c3c(oc4ccccc4c3=O)C(=O)N2c2ccc(C)cn2)ccc1O (stereo unspecified)	0	0	1	1	-2	8	-19	3	-4
O=C(Nc1cccc(Cl)c1)N1CCN2C(=O)c3ccccc3C12c1ccccc1 (stereo unspecified)	-7	-1	12	3	-7	-5	-14	3	2
CC(=O)N1CSCC1C(=O)NNS(=O)(=O)c1ccccc1 (stereo unspecified)	6	0	2	0	-8	8	-26	15	0
COc1ccc(OC)c(S(=O)(=O)Nc2cc(C(=O)O)ccc2N2CC3CC(C2)c2cccc(=O)n2C3)c1 (stereo unspecified)	5	1	7	1	1	7	-1	8	-6
CCC1CCCCN1S(=O)(=O)c1ccc(-n2cnnn2)c(C)c1 (stereo unspecified)	5	-2	4	0	-2	5	-6	12	-2
CCC(CO)NC(=O)c1cc2c(s1)CCC2 (stereo unspecified)	-1	-4	5	0	-6	4	4	3	-2
CC(C)c1ccc(N(C(=O)c2csnn2)C(C(=O)NC2CCCC2)c2cccnc2)cc1 (stereo unspecified)	-7	-1	-2	2	-1	11	-6	9	-4
CC1Sc2ccc(C(=O)Nc3cc(S(C)(=O)=O)ccc3Cl)cc2NC1=O (stereo unspecified)	4	0	8	-1	-7	-1	0	14	-5
O=C(c1ccc(S(=O)(=O)N2CCOCC2)cc1)N1CCN(c2ccc(F)cc2)CC1	7	2	10	2	-3	3	10	-8	-3
Cc1ccc(N=Cc2c(O)c3ccccc3oc2=O)c(C)c1	-3	3	0	0	0	10	-14	-4	1
CCOC(=O)C1=C(COC(=O)/C=C/c2ccc(OC)cc2)NC(=O)NC1C (stereo unspecified)	-14	2	13	8	-9	7	-13	7	2
Cc1ccc(C)c(NC(=O)COc2cccc3c2CCN(Cc2ccccc2)C3=O)c1	-6	-4	8	6	-8	-1	-1	1	-4
O=C(Nc1ccc(-c2cn3c(n2)SCC3)cc1)c1ccc2c(c1)OCO2	-17	-2	11	2	1	4	1	1	0
CC(OC(=O)c1cc(Cl)ccc1[N+](=O)[O-])C(=O)NC(C)c1ccc(F)cc1 (stereo unspecified)	-1	-2	4	5	-6	-11	21	3	-9
N#CC1=C(N)N(c2ccc(Cl)c(Cl)c2)C(=O)C1	4	2	11	1	2	8	-8	9	-4
COc1ccc(CCNc2ccc(S(=O)(=O)N3CCCC3)cc2[N+](=O)[O-])cc1	7	-5	15	4	-6	2	-3	7	-8
COC(=O)c1ccc(C)c(NS(=O)(=O)c2ccc(OC)c(OC)c2)c1	9	-4	7	1	-5	1	2	6	-2
O=C(NCc1cccnc1)OC1CC2CC1[C@H]1CCCCN1C2=O (stereo partly specified)	-3	1	1	3	12	/	/	-4	/
O=C(O)C1C2C=CC(C2)C1C(=O)Nc1cccc(Cl)c1 (stereo unspecified)	-1	-2	5	0	-3	-1	-2	7	0
COc1cc(C(C(=O)NC(C)(C)C)N(C(=O)CNC(=O)c2cccs2)c2cccnc2)cc(OC)c1OC (stereo unspecified)	7	-3	-4	0	-2	8	-4	14	1
COc1cccc(C2(O)CC(C(F)(F)F)=NN2C(=O)c2ccccn2)c1 (stereo unspecified)	-5	-2	2	1	-2	10	-11	10	-4
Cc1ccnc(NS(=O)(=O)c2ccc(NC(=O)c3ccc(S(=O)(=O)N4CCOCC4)cc3)cc2)n1	-2	0	1	0	6	1	0	-10	-4
O=C1C(=O)N(CCN2CCOCC2)C(c2ccc([N+](=O)[O-])cc2)/C1=C(/O)c1ccc2c(c1)OCO2 (stereo unspecified)	-2	-3	0	3	4	10	-6	1	0
C=CCN=C1SC(CC)C(=O)N1S(=O)(=O)c1ccc(C)cc1 (stereo unspecified)	5	-1	4	2	-5	-12	-5	-3	-2
COc1ccc(C(=O)Cn2cnc3ccccc3c2=O)cc1OC	-1	0	3	1	-1	9	-9	10	-4
COCCNC(=S)NNC(=O)c1ccc(-n2cnnn2)cc1	-4	-1	4	2	5	7	-3	10	-2
Cc1ccnc(N2CCC(C(=O)NNC(=O)c3ccccc3)CC2)n1	-2	1	21	1	4	-1	6	5	-2
CC(Sc1nnc(-c2cccnc2)n1-c1ccccc1)C(=O)NCc1ccc2c(c1)OCO2 (stereo unspecified)	3	1	9	1	0	-4	-10	6	-4
CCc1nn(CC(=O)NCCCc2ccccc2)c(=O)c2cc3cc(F)ccc3n12	3	-3	/	1	1	10	-13	-2	-3
CNC(=S)N/N=C/c1ccco1	-5	1	0	0	2	1	-17	-9	-1
Cc1cccc(NC(=O)CN(C)C(=O)c2ccc(N3CCCCCC3)c([N+](=O)[O-])c2)c1C	-26	1	2	12	-7	-1	-4	1	-3
CCc1nc2ccc(C(=O)NCCOc3ccc(OC)cc3)cn2c1N(C=O)Cc1ccc(OC)cc1	-17	0	0	4	3	7	-13	-6	-7
CCNC(=O)Nc1ccc2c(c1)c(=O)n(C)n2CC=C(C)C	-6	2	1	1	-2	0	1	4	-2
O=C(/C=C/c1ccco1)c1ccc(NC(=O)C23CC4CC(CC(C4)C2)C3)cc1	8	-3	-1	0	3	-1	2	2	-9
Cc1cccc(C)c1NC(=O)CSc1nnnn1-c1ccc(C(=O)O)cc1	8	2	-1	0	4	3	4	-4	0
CCc1cc(C(=O)c2ccc(OC)cc2)c(NC(=O)CC(C)(C)CC(=O)O)s1	0	-9	-2	-2	7	20	-24	3	-7
Cc1ccc(CCNC(=O)CN2CCN(Cc3ccccc3F)C2=O)cc1	-8	-5	2	2	3	6	-11	-2	-5
Cn1cccc1CC(=O)N/N=C/c1ccc(Cl)c([N+](=O)[O-])c1	12	3	3	2	3	2	-3	3	-2
COC(=O)c1ccccc1NN=Nc1ccccc1[N+](=O)[O-]	-18	0	1	1	-5	5	-23	1	-1
CCOC(=O)c1c(NC(=O)Cn2nnc(-c3ccc(Cl)cc3)n2)sc(CC)c1C	2	3	3	0	4	11	-6	-2	-1
CC(C)(C)[C@@H]1COC(=O)[C@@H](Cc2ccc(F)cc2)CC/C=C\C[C@@H](CC(=O)N(CCO)Cc2ccccc2)C(=O)N1	-12	0	9	1	3	1	-3	4	-7
Cc1ccc(C(=O)c2ccccc2C(=O)OCC(=O)NCCc2ccc(Cl)cc2Cl)cc1	-3	-4	3	1	-5	-4	-4	6	-6
CCNC(=S)Nc1cc(OCC)c(NC(=O)c2cccs2)cc1OCC	-1	-2	1	0	0	5	1	5	-3
CC1(C(=O)NS(=O)(=O)C2CC2)CCN(C(=O)CSc2ccccc2)C1 (stereo unspecified)	-9	0	2	1	-2	9	-13	9	-3
CC(C)NC(=O)C(c1ccc(F)cc1)N(C(=O)CCC(=O)Nc1ccccn1)C1CCCC1 (stereo unspecified)	4	2	0	1	-1	9	-12	9	0
COc1cc(C)c(NC(=O)C2CCN(S(=O)(=O)c3cccs3)CC2)cc1OC	-25	2	16	3	-2	17	-6	-4	4
O=C(Nc1cccc(F)c1)NC1CCCc2ccccc21 (stereo unspecified)	-16	-1	2	13	-8	0	-6	-8	-2
NC(=O)CN1C(=O)NC2(CCOc3ccccc32)C1=O (stereo unspecified)	-9	-3	2	1	-4	10	-8	19	4
Cc1cc(C)cc(NC(=O)N2CCC(NC(=O)c3ccco3)CC2)c1	-5	-2	0	1	3	13	-16	14	-1

Pulled by compound from the list above, 2 records:
SMILES	M4 antag	CHRM5 agonist	TAAR1 agonist	M4 ag	M5 PAM	M1 PAM	CHRM1 antagonist	M5 antag	CHRM1 agonist
Cc1ccnc(N2CCC(C(=O)NNC(=O)c3ccccc3)CC2)n1	-2	1	21	1	4	-1	6	5	-2
C=CCN=C1SC(CC)C(=O)N1S(=O)(=O)c1ccc(C)cc1 (stereo unspecified)	5	-1	4	2	-5	-12	-5	-3	-2

Of the compounds above, these have bromine.
SMILES	M4 antag	CHRM5 agonist	TAAR1 agonist	M4 ag	M5 PAM	M1 PAM	CHRM1 antagonist	M5 antag	CHRM1 agonist
S=c1[nH]ncn1/N=C/c1ccc(Br)cc1	-10	0	5	1	-3	6	-6	8	-2
O=C(NC12CC3CC(CC(C3)C1)C2)c1ccc(Br)o1	-2	0	17	-2	-3	3	-7	0	-2

Assay outcomes as filed in PubChem BioAssay.
